Mito fusion yeast = blocks mitochondrial division or promotes mitochondrial fusion | S. cerevisiae fusion-defective mutant growth rescue, CellTiterGlo 48 h | Potency, µM (highest dose often 46.1 µM), inactives show at the highest dose growth rescue (activation), actives largely listed as activators | 0.23% of 320,000 active;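 further: potency means the concentration at half of the fitted maximal effect; % of control where 0% means no effect; nearly all actives have a fitted effect of over 45% in size; temperature-sensitive fusion mutants such as fzo1-1 at 37 °C on non-fermentable ethanol glycerol medium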
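Read-out: ATP-based luminescence (CellTiterGlo, 10 min ambient) reporting growth of fusion-defective ts yeast after 48 hours at 37C on glycerol/ethanol YPEG medium in the presence of compound.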
B2AR arrestin = agonists driving beta-arrestin recruitment to human beta2-adrenergic receptor; Potency, µM (doses to about 46.1 µM), without a hit: at the top dose activation, actives largely listed as activators; 0.02% of 330,000 active; AID 492947; beta-arrestin recruitment to beta2AR, cell-based reporter; P07550;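 further: potency means the concentration at half of the fitted maximal effect; 0% = DMSO controls and full agonism = EC100 isoproterenol or metaproterenol; nearly all actives have a fitted effect of over 65% in size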
Target sequence (P07550 whole entry, looked up): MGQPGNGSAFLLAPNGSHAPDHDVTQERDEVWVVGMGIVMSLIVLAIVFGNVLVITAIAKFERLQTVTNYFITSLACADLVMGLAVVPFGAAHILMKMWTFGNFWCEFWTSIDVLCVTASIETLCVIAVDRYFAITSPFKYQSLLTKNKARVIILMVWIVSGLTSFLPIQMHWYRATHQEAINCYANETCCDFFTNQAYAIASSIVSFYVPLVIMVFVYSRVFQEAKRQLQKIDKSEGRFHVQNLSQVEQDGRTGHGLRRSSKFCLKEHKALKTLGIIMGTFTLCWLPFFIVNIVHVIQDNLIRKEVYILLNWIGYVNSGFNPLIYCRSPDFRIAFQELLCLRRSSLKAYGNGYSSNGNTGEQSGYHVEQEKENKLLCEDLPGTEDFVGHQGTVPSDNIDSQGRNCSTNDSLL
PTAP TSG101 blk = blocks PTAP/TSG101 interaction to inhibit HIV-1 budding. Fluorescence polarization, FITC-PTAP peptide / Tsg101 binding. Potency, µM (highest dose often 115 µM), for inactives: at the highest dose activity change, negative = inhibition, hits mostly inhibitors. 340,000 tested, under 10 active. AID 493005; active means well fitted inhibition curve with a large enough effect in the main read-out, with a control signal flat, not every such curve was filed as active; inconclusive means small, poorly fitted or top-dose-only effect, or effect the other way, or a change in a side signal; inactive means no such curve, though single readings can be large or run the other way; further: potency means the concentration at half of the fitted maximal effect; % of control where 0% means no effect
Target sequence (Q99816 whole entry, looked up): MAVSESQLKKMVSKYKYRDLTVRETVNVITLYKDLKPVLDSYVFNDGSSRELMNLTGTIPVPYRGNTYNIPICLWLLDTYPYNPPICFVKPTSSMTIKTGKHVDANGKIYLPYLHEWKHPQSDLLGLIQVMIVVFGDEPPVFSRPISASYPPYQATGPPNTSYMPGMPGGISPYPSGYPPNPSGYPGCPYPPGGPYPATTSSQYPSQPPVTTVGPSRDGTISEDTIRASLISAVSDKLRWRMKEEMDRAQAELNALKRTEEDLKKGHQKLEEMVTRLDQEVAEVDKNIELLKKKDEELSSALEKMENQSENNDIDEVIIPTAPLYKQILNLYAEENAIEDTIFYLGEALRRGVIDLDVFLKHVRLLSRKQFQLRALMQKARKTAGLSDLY
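Fluorescence polarization binding of Tsg101 binding domain (10 uM final) to FITC-labeled PTAP peptide (50 nM final) in HEPES pH 7.5 buffer with NaCl, Tween 20, EDTA, TCEP. Compounds added before peptide; binding 20 min at RT.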
uPA surface inh = cell surface uPA generation inhibition. cell surface uPA generation assay, qHTS. Potency, µM (titrated, usually from 38.3 µM), without a hit: at the top dose activity change, negative = inhibition, actives largely listed as inhibitors. 0.31% of 330,000 active. AID 540303; active means well fitted inhibition curve with a large enough effect; inconclusive means small, poorly fitted or top-dose-only effect; inactive means no such curve, though single readings can be large or run the other way; tested in mouse RAW 264.7 cells; further: potency means the concentration at half of the fitted maximal effect; on the % scale 0 is the no-effect control and ±100 the full control effect; nearly all actives have a fitted effect of over 55% in size
USP2a inh = blocks human ubiquitin-specific protease USP2a; O75604; USP2 core, Ub-CHOP2 coupled fluorogenic reporter, 485/531; Potency, µM (highest dose often 38.3 µM), inactives show top-dose activity change, negative = inhibition, actives largely listed as inhibitors; 0.01% of 330,000 active; AID 463254;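 further: potency means the concentration at half of the fitted maximal effect; plate controls were DMSO wells for no effect and full inhibition by NEM control for full effect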
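USP2 core (10nM final) preincubated 30min RT with compound in 20mM Tris-HCl pH 8.0, 2mM CaCl2, 2mM beta-mercaptoethanol, 0.05% CHAPS; 25nM Ub-CHOP2 plus 25nM reporter substrate added, fluorescence (Ex485/Em531) read after 60min.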
Eya2 inh = blocks the phosphatase activity of human Eya2. O00167. recombinant Eya2, OMFP fluorescence dephosphorylation (OMFP is methylfluorescein phosphate). Potency, µM (series often up to 76.9 µM), without a hit: top-dose activity, negative = inhibition, actives largely listed as inhibitors. 0.006% of 330,000 active; further: potency means the concentration at half of the fitted maximal effect; on the % scale 0 is the no-effect control and ±100 the full control effect
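Eya2 (0.2 uM) preincubated 10 min at ambient with compound, then OMFP substrate added at 50 uM; 10 min reaction in 50 mM HEPES pH 7.5, 50 mM NaCl, 5 uM MgCl2, 0.05% BSA, 1 mM DTT. Fluorescence read at Ex 485/Em 525 nm.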
BCR signal inh = chronic active BCR signaling inhibition | ABC-DLBCL IkBa-CBG/CBR reporter, luminescence ratio, 4 h | Potency, µM (titrated, usually from 46.1 µM), inactives show at the highest dose ratio change, negative = lower green/red ratio, actives largely listed as inhibitors | 0.05% of 340,000 active; active means well fitted inhibition curve with a large enough effect in the signal ratio, with a control signal flat, not every such curve was filed as active; inconclusive means small, poorly fitted or top-dose-only effect, or effect the other way, or a change in a side signal; the % refers to the signal ratio;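 further: potency means the concentration at half of the fitted maximal effect; plate controls were basal doxycycline-induced cells for no effect and cells given 10 µM MG132 for full effect; MG132 reads +100%, hits lower the ratio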
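Concentration-response series (up to 46 uM) were applied to TMD8 dual-reporter cells for 4 h at 37C with doxycycline. Green/red ratio, after filter-overlap correction, defined %Activity; red signal alone was normalised to basal cells and zero luminescence.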
TCR act = activates T cell receptor signaling; 330,000 tested, under 10 active; Potency, µM (titrated, usually from 9.22 µM), inactives show top-dose activation of IL-2 secretion, actives largely listed as activators; primary human leukocytes, anti-CD3, IL-2 HTRF, 48 h; AID 504894; further: % of control where 0% means no effect
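Primary human leukocytes were stimulated with a-CD3 beads plus compounds for 48 hr without co-stimulation; secreted IL-2 was quantified by HTRF using a-IL-2-K (europium cryptate) and a-IL-2-d2, excited at 320nm with acceptor emission read at 665nm.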
Tb PFK inh = T. brucei PFK enzyme inhibition; T. brucei PFK, ADP-Glo luminescence; Potency, µM (doses to about 57.5 µM), for the others: at the top dose activity, negative = inhibition, usual class: inhibitors; 0.17% of 330,000 active;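 further: potency means the concentration at half of the fitted maximal effect; 0% = uninhibited 1x PFK enzyme wells and -100% = no-enzyme wells; nearly all actives have a fitted effect of over 60% in size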
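Compounds were pin-transferred as a titration series up to 57 uM into substrate buffer (0.5 mM F6P, 0.1 mM ATP, pH 8.0), then 1.25 nM PFK was added and reactions ran 45 min before ADP-Glo detection.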
TSHR antag = antagonists of human thyroid stimulating hormone receptor; P16473; TSHR-expressing cells, TSH-stimulated cAMP HTRF, 2 h; active compounds read low; activity change, negative = inhibition, % at 11.5 µM; 0.2% of 330,000 active;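 active means activity change below a set negative limit, meaning inhibition stronger than a set level, cut at about -70% in these data; inconclusive means activity change between two set negative limits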; further: on the % scale 0 is the no-effect control and ±100 the full control effect
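TSHR-expressing cells, 200/well, pre-treated with compound, then stimulated with EC80 TSH (4nM final) for 2 hours at 37 deg C. cAMP measured by competitive HTRF: anti-cAMP cryptate antibody in lysis buffer plus cAMP-d2, read after 30 minutes at room temperature.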
ELG1 DNA repair = blocks ELG1-dependent DNA repair in HEK293T cells. HEK293T ELG1-luciferase reporter, luminescence, 16 h; DNA damage induced by 5-fluorouridine. Potency, µM (highest dose often 46.1 µM), for inactives: top-dose activity change, negative = inhibition, most hits filed as inhibitors. 2.3% of 330,000 active. AID 504467; further: potency means the concentration at half of the fitted maximal effect; on the % scale 0 is the no-effect control and ±100 the full control effect; nearly all actives have a fitted effect of over 55% in size
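Luminescence from the luciferase reporter, measured 30 min after ONE-Glo reagent at room temperature, was the read-out. Beforehand, 2,000 cells per well were exposed for 16 hr at 37 °C to 5-fluorouridine together with compound or vehicle.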
Starred values were filed as active, the others as inactive; ? = inconclusive; / = not tested or not shown; & = joins results of further samples; [ ] = dose if it differs, or a comment. Unless noted, the call rests on the fitted dose curve; in most records, active means well fitted curve in the direction sought with a large enough effect; inconclusive means small, poorly fitted or top-dose-only effect, or another doubt; inactive means no such curve, though single readings can be large; an effect the other way counts as inactive or inconclusive.

SMILES	Mito fusion yeast	B2AR arrestin	PTAP TSG101 blk	uPA surface inh	USP2a inh	Eya2 inh	BCR signal inh	TCR act	Tb PFK inh	TSHR antag	ELG1 DNA repair
Cc1ccc(C(=O)Oc2ccc3c(c2)ncn3C)cc1	3%	-0.8%	-2%	1%	3%	-8%	?	6%	-4%	-4	?
Cc1cccc(NC(=S)NC2CC3CCCC(C2)N3Cc2cccs2)c1C (stereo unspecified)	-15%	-0.3%	-7%	-3%	2%	-3%	-12%	0%	3%	-10	-7%
CC(=O)c1ccccc1C(=O)N1CCCC(CCC(=O)N2CCN(c3ccccn3)CC2)C1 (stereo unspecified)	0%	-0.5%	-11%	-3%	1%	-21%	-2%	6%	0%	10	23µM*
Cc1cc(F)ccc1NC(=O)c1cccnc1	1%	0.0%	-2%	0%	2%	9%	6%	2%	-1%	-2	-8%
CCOC(=O)c1oc2ccccc2c1NC(=O)c1ccco1	3%	0.3%	-8%	-14%	1%	0%	2%	-10%	1%	-4	0%
COC(=O)c1cc(S(=O)(=O)N2CCCCCC2)cn1C	14%	-1.2%	-5%	3%	1%	-8%	-3%	-3%	1%	7	?
CC(C)(C)OC(=O)C[C@@H]1C/C=C\C[C@@H](CC(=O)NCCO)C(=O)NC[C@H](c2ccccc2)OC1=O	/	-0.7%	-3%	8%	2%	4%	2%	0%	?	-8	?
CC(=O)O[C@H]1CC(C)(C)C(=C=C/C(C)=C/C=C/C(C)=C/C=C/C=C(C)/C=C/C=C(\C)C(=O)C[C@@]23O[C@]2(C)C[C@@H](O)CC3(C)C)[C@](C)(O)C1	-16%	?	1%	?	9%	-9%	?	-3%	3%	-10	6%
CC/C(=N\Nc1ccccc1[N+](=O)[O-])c1ccc(O)cc1	5%	0.1%	-3%	3%	-12%	0%	1%	-1%	-4%	114	-6%
Cc1ccc(OCC(=O)Nc2ccc(F)cc2)c([N+](=O)[O-])n1	1%	-0.2%	-6%	-4%	2%	-8%	6%	/	-13%	21	?
CC(NC(=O)/C=C/c1ccco1)c1nc2ccccc2n1Cc1cccc(Cl)c1 (stereo unspecified)	8%	?	-1%	-9%	-2%	-8%	-26%	4%[46.1 µM]	5%	-3	-9%
O=C(COC(=O)c1ccc(Br)o1)NCCc1ccccc1	-3%	0.2%	0%	6%	6%	?	?	1%	-1%	4	15%
COc1cc(OC)cc(-c2nc3ccccc3c(=O)o2)c1	0%	0.1%	-5%	9%	0%	7%	?	1%[46.1 µM]	-1%	-5	1%
CCn1cc(/C=N\NC(=O)c2csc3ccccc23)c(C)n1	-4%	-1.0%	-1%	-3%	-7%	-38%	?	0%	-3%	11	?
NC(=O)CSc1nccn1Cc1ccc(Cl)cc1	1%	-0.3%	-2%	1%	0%	-17%	3%	/	-15%	25	4%
COC(=O)Cn1nc(-c2ccc(C)cc2)c2ccccc2c1=O	1%	0.1%	-2%	4%	1%	-7%	8%	-4%	-3%	-1	-3%
CN(C)/C=N/c1sccc1C(N)=O	-7%	-0.3%	-2%	8%	0%	1%	0%	2%	-5%	3	8%
O=C1C(C2=NC(c3ccccn3)C3C(=O)N(c4ccccc4)C(=O)C23)=C(O)c2ccccc21 (stereo unspecified)	0%	-0.3%	-2%	2%	10%	-2%	-7%	-1%	-1%	4	10%
Cc1cc(C)c(S(=O)(=O)Nc2nccs2)c(C)c1	-1%	-0.5%	-1%	-3%	3%	2%	-1%	/	-3%	5	5%
Cc1csc(NC(=O)c2cc(-c3ccncc3)nc3ccccc23)n1	-5%	0.0%	-1%	0%	13%	-3%	9%	1%	-3%	-7	?
Cc1ccc(NC(=O)CN(C)C(=O)Cc2ccc(Cl)c(Cl)c2)cc1	-10%	0.2%	-2%	8%	0%	-7%	1%	-1%	-15%	-12	-9%
NS(=O)(=O)c1ccc(CCNC(=O)COC(=O)COc2cccc(C(F)(F)F)c2)cc1	-2%	-0.2%	-5%	5%	0%	-4%	1%	3%	5%	-2	?
O=C(Nc1ccc(SC(F)(F)F)cc1)c1ccccn1	2%	0.0%	-10%	-10%	0%	-23%	?	-2%	-3%	-11	?
S=C(NCc1ccco1)Nc1ccc(Cl)cc1	-2%	-2.0%	-1%	23%	6%	-4%	?	-4%[46.1 µM]	0%	12	?
Nc1cc(-c2ccc(Br)cc2)nn1S(=O)(=O)c1ccccc1	-3%	-0.8%	0%	10%	2%	-2%	1%	0%[46.1 µM]	5%	-4	-7%

Remaining list, next part
SMILES	Mito fusion yeast	B2AR arrestin	PTAP TSG101 blk	uPA surface inh	USP2a inh	Eya2 inh	BCR signal inh	TCR act	Tb PFK inh	TSHR antag	ELG1 DNA repair
COc1cccc(C2N(c3ccc(Cl)c(Cl)c3)C(=O)C3CCCN32)c1OC (stereo unspecified)	-5%	0.5%	-6%	-3%	-1%	1%	-6%	3%	-6%	-1	-9%
O=C(Nc1ccccn1)c1ccc(S(=O)(=O)N2CCCCCC2)cc1	7%	0.1%	0%	-4%	2%	3%	?	-20%	-16%	3	?
Cc1ccc(NC(=O)[C@H](NC(=O)[C@@H]2Cc3ccccc3CN2)c2ccccc2)cc1C	-11%	3.2%	-4%	-2%	1%	-8%	3%	-1%	-2%	27	?
CC(C)(C)c1ccc(OCc2cnc(Cl)s2)cc1	-1%	0.5%	0%	3%	0%	1%	?	3%	2%	-7	?
O=C(C1CC1)N1CCN(C(c2ccccc2)c2ccccc2)CC1	6%	-0.1%	-4%	-8%	5%	9%	-2%	8%	1%	-8	3%
O=c1[nH]c(=O)n([C@H]2C[C@H](O)[C@@H](CO)O2)cc1Br	-7%&1%	0.0%	2%	?	1%	-4%&19%	?	3%	2%	-7&-5	10%
Nc1cc(=O)[nH]c(SCC(=O)Nc2ccc(Oc3ccccc3)cc2)n1	-3%	0.1%	1%	7%	0%	23%	-11%	12%	1%	/	-6%
CCC(=O)N1C(C(=O)N2CCCC2)CSC1c1ccc(OC)cc1 (stereo unspecified)	1%	-0.9%	1%	0%	1%	-3%	1%	-1%	-3%	15	2%
COc1ccccc1C(CNC(=O)COc1ccccc1C)N1CCCC1 (stereo unspecified)	-9%	0.2%	-1%	2%	1%	-3%	-2%	-1%	3%	-1	9%

Structural class, those above with a CF3 group (two)
SMILES	Mito fusion yeast	B2AR arrestin	PTAP TSG101 blk	uPA surface inh	USP2a inh	Eya2 inh	BCR signal inh	TCR act	Tb PFK inh	TSHR antag	ELG1 DNA repair
NS(=O)(=O)c1ccc(CCNC(=O)COC(=O)COc2cccc(C(F)(F)F)c2)cc1	-2%	-0.2%	-5%	5%	0%	-4%	1%	3%	5%	-2	?
O=C(Nc1ccc(SC(F)(F)F)cc1)c1ccccn1	2%	0.0%	-10%	-10%	0%	-23%	?	-2%	-3%	-11	?

Part of the list above, reformatted:
NC(=O)CSc1nccn1Cc1ccc(Cl)cc1
  Mito fusion yeast: 1%	B2AR arrestin: -0.3%	PTAP TSG101 blk: -2%	uPA surface inh: 1%	USP2a inh: 0%	Eya2 inh: -17%	BCR signal inh: 3%	TCR act: /	Tb PFK inh: -15%	TSHR antag: 25	ELG1 DNA repair: 4%

COc1ccccc1C(CNC(=O)COc1ccccc1C)N1CCCC1 (stereo unspecified)
  Mito fusion yeast: -9%	B2AR arrestin: 0.2%	PTAP TSG101 blk: -1%	uPA surface inh: 2%	USP2a inh: 1%	Eya2 inh: -3%	BCR signal inh: -2%	TCR act: -1%	Tb PFK inh: 3%	TSHR antag: -1	ELG1 DNA repair: 9%

Cc1ccc(NC(=O)[C@H](NC(=O)[C@@H]2Cc3ccccc3CN2)c2ccccc2)cc1C
  Mito fusion yeast: -11%	B2AR arrestin: 3.2%	PTAP TSG101 blk: -4%	uPA surface inh: -2%	USP2a inh: 1%	Eya2 inh: -8%	BCR signal inh: 3%	TCR act: -1%	Tb PFK inh: -2%	TSHR antag: 27	ELG1 DNA repair: ?
